Screens deposited in PubChem BioAssay by several laboratories.
FAS-TE inh: blocks the thioesterase domain of human fatty acid synthase; 0.67% of 360,000 active; recombinant FAS-TE, OMFH fluorogenic substrate, fluorescence endpoint; P49327; inhibition, % at 15 µM;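 active = compounds whose normalised, plate-corrected inhibition of enzyme fluorescence in the single-dose primary screen is 50% or more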;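 also: 0% = DMSO with enzyme and 100% = substrate without enzyme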
Rpn11 inh: blocks the human proteasome subunit Rpn11; human 26S proteasome, Ub4-pepOG fluorescence polarization; 20S core pre-blocked with epoxomicin; 0.59% of 360,000 active; calls only at 20 µM; O00487;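 active = inhibition at 20 µM, scaled to each plate's controls, above about 33%, limit read from the data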
Rin1 Abl inh: inhibitors of human Rin1-Abl protein interaction; 0.4% of 360,000 active; inhibition, % at 7.35 µM; TR-FRET Rin1/Abl binding, biochemical; P00519+Q13671; in the data active = inhibition above about 5%, passing the limit was not always enough
Neddyl block: cullin neddylation inhibition | 0.58% of 360,000 active | calls only at 25 µM | P61081+Q13564 | AID 651699 | TR-FRET cullin neddylation, biochemical; in the data active = inhibition above about 36%
SKN-1 block: C. elegans SKN-1 inhibition; C. elegans VP596 Pgst-4::GFP/RFP ratio, acrylamide-induced, 24 h; inhibition, % at 21.8 µM; 0.49% of 360,000 active;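 active = interference check ratio from 0.5 to 1.5 plus GFP to RFP signal ratio inhibition reaching or exceeding a fixed threshold, cut at about 30% in these data, passing the limit was not always enough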; also: some compounds called inactive have numbers as strong as hits
PABP1 MLLE inh: blocks PAM2 peptide binding to the PABP1 MLLE domain | P11940 | GST-MLLE / FITC-PAM2 fluorescence polarization | inhibition, % at 20 µM | 0.36% of 360,000 active | AID 588489; in the data active = inhibition above about 35%, passing the limit was not always enough;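 also: plate controls were DMSO wells with GST-MLLE for no effect and wells lacking GST-MLLE protein for full effect; some results filed as inactive read as strong as hits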
NadD block: inhibitors of Staphylococcus aureus NadD. inhibition, % at 20 µM. AID 602399. purified NadD enzyme, colorimetric absorbance read-out. 0.78% of 360,000 active; in the data active = inhibition above about 26%; also: some compounds past the cut are filed as inactive
CSN deneddyl inh: blocks human CSN-mediated cullin deneddylation | 0.38% of 360,000 active | inhibition, % at 12.5 µM | Q92905 | AID 651999 | Purified CSN, SCF-Nedd8-OG deneddylation, fluorescence polarization;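 active = pattern-corrected inhibition above about 35%, with an unprinted fluorescence ratio check between 0.5 and 1.5, limit read from the data, passing the limit was not always enough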;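 also: 0% = enzyme with substrate and 100% = substrate without enzyme; some results filed as inactive read as strong as hits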
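Detection – fluorescence polarization · System – HEK293T-derived human Csn5 enzyme · Controls – substrate-only high control, full reaction low control · Timing – 90 min, room temperature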
MT1-MMP act inh: MT1-MMP (human) activation inhibition; HT1080 RFP-PRO-GFP cells, GFP/RFP ratio fluorescence, overnight; percent of plate control window, DMSO zero; GFP/RFP ratio change, % at 20 µM; 0.061% of 360,000 active; AID 651647;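 active = GFP/RFP ratio change of at least 30% with cell ATP level not reduced by more than half and red fluorescence within 50% of control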; also: strong numbers were not always called active
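Read-out: GFP/RFP fluorescence ratio; Test system: RFP-PRO-GFP reporter HT1080 cells; Compound dosing: single-point 20 µM compound, 1% DMSO; Times: overnight compound exposure at 37 °C.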
Active calls of the source: *; i = inactive; / = not tested or not shown. Random draw from the library; overall some 3.9% were active at least once.

SMILES | FAS-TE inh | Rpn11 inh | Rin1 Abl inh | Neddyl block | SKN-1 block | PABP1 MLLE inh | NadD block | CSN deneddyl inh | MT1-MMP act inh
CCCCN(C(=O)C(C)Oc1cccc(Cl)c1)c1c(N)n(CCC)c(=O)[nH]c1=O (configuration not stated) | -9 | i | -2 | i | -1 | -4 | -5 | -2 | 3
Cc1ccc(NC(=O)c2cccc(S(=O)(=O)NCc3ccccc3)c2)nc1 | -3 | i | 4 | i | 14 | 11 | -4 | 5 | 4
COc1ccc(CC2(CO)CCN(C/C=C/c3ccccc3OC)CC2)cc1 | -9 | i | -4 | i | 1 | -6 | -3 | -6 | -2
Cc1ncc[nH]1 | -8 | i | 3 | i | 3 | 8 | -1 | -1 | 0
NC(c1csc(Nc2nccc(C(F)(F)F)n2)n1)C1CCCCC1 (configuration not stated) | -10 | i | 2 | i | 8 | 6 | 1 | -1 | -2
CCOC(=O)CN1CCS(=O)(=O)CC1 | -2 | i | -2 | i | -13 | -3 | 3 | 0 | 1
O=C(COC(=O)c1cccs1)NCCc1ccc(F)cc1 | -8 | i | 0 | i | 1 | -7 | -5 | -4 | -2
CCOC(=O)N1CC(C)N(CC(O)CN2CCOCC2)CC1C (configuration not stated) | -6 | i | 2 | i | -6 | 5 | -1 | 4 | 2
CCOc1ccc(-n2c(C)nc3cc(C(=O)NCc4ccco4)ccc32)cc1 | 0 | i | 0 | i | 19 | 6 | -3 | 2 | 3
O=C(O)C1CC(=O)N(CCc2ccc(F)cc2)C1 (configuration not stated) | -4 | i | 0 | i | 2 | -4 | -2 | -1 | -1
c1ccc(OCCCCN2CCOCC2)cc1 | -6 | i | -3 | i | 3 | -9 | -6 | -3 | 14
O=Cc1c(-c2ccccc2)nc2ccccn12 | -2 | i | -2 | i | -9 | 2 | -6 | -4 | 3
COc1ccc(S(=O)(=O)N2CCCCCC2)cc1C(=O)NCc1ccco1 | -10 | i | 2 | i | -14 | -1 | -3 | 3 | -1
CCOC(=O)c1c(NC(=O)CN2CCCCC2)sc(C)c1C | 21 | i | 0 | i | 8 | 7 | -2 | 3 | -4
c1ccc2cc(OCCCn3ccnc3)ccc2c1 | 0 | i | -1 | i | -4 | -22 | -5 | 3 | 5
COc1cc(CN=Cc2c(O)n(Cc3ccccc3)c(=S)[nH]c2=O)cc(OC)c1 | 26 | i | -5 | i | 0 | -65 | 0 | -3 | -19
COc1ccc(-c2nc3cc([N+](=O)[O-])ccc3o2)cc1OC | 0 | i | 7 | i | 4 | 4 | -6 | 1 | 12
COCc1cc(C)nc(SCC(=O)Nc2ccc3[nH]c(=O)[nH]c3c2)c1C#N | -4 | i | -2 | i | 7 | -4 | -3 | 3 | 6
CCOC(=O)C1(CCCc2ccccc2)CCN(Cc2cn(CC)nc2C)CC1 | -1 | i | 3 | i | 2 | 13 | -7 | -4 | -1
CCCC(C)c1nc(C(N)=O)c2[nH]c(=O)n(-c3ccc(OC)cc3OC)c2n1 (configuration not stated) | -2 | i | 0 | i | -3 | -7 | 1 | -3 | -4
O=C(Cc1ccc([N+](=O)[O-])cc1)NNC(=O)c1ccc2c(c1)OCO2 | 11 | i | 0 | i | 0 | 10 | -4 | -2 | -2
O=c1oc2c(-c3ccc([N+](=O)[O-])cc3)cc(O)cc2s1 | 7 | / | 5 | i | 18 | -2 | 8 | 17 | 5
COC(=O)COc1ccc(-c2nn(C)c(=O)c3ccccc23)cc1 | 2 | i | -3 | i | 31 | -6 | -1 | -3 | 3
C=CCN(c1ccccc1)S(=O)(=O)c1cccc(C(=O)N2CCN(c3ncccn3)CC2)c1 | 9 | i | 4 | i | 12 | 3 | -1 | 1 | -2
COc1ccc(OC)c(CNC(=O)Cc2c(C(=O)O)[nH]c3ccc(Cl)cc23)c1 | 0 | i | 2 | i | 7 | 5 | 9 | 4 | 2
CCOc1cc(/C=N/NC(=S)Nc2ccccc2C(F)(F)F)ccc1OCC(=O)N1CCOCC1 | 1 | i | -5 | i | 3 | 20 | -3 | -6 | 0
O=C(/C=C/c1ccccc1)Nc1cc(NC(=O)/C=C/c2ccccc2)cc(C(=O)O)c1 | 11 | i | -1 | i | -4 | -3 | 13 | 3 | -3
CN1CCN(C(=O)C2CCN(S(=O)(=O)c3ccc4c(c3)oc(=O)n4C)CC2)CC1 | -6 | i | 0 | i | -22 | 0 | 7 | 6 | 1
CC(C)[C@H](NC(N)=O)C(=O)Nc1ccc(OCc2ccccc2)cc1 | 2 | i | 5 | i | -1 | 5 | -6 | 3 | -2
CCCC(=O)Nc1nnc(SCC(=O)NC2CC2)s1 | -3 | i | -1 | i | 4 | -6 | -15 | 4 | -1
O=C1N[C@@H](Cc2ccccc2)[C@@H](c2ccco2)O1 | -3 | i | 2 | i | -13 | 7 | 1 | 0 | -1
Cc1ccc([N+](=O)[O-])cc1NC1OC(CO)C(O)C1O (configuration not stated) | -7 | i | -1 | i | 0 | -11 | 2 | 7 | -4
CN(CCCNC(=O)CCc1cn(C)c2ccccc12)C1CCCCC1 | -5 | i | 2 | i | 5 | -7 | -5 | -5 | 6
COc1ccc(/C=N/N2CCN(c3ccccc3OC)CC2)cc1Br | 18 | i | -2 | i | -14 | 8 | -3 | 5 | 6
c1ccc(-c2csc3ncn4cnnc4c23)cc1 | -5 | i | -4 | i | -13 | -9 | -6 | -3 | -5
COc1ccc2c(C)cc(SCC(=O)Nc3ccc(Cl)cn3)nc2c1 | -5 | i | -2 | i | 14 | -59 | 4 | -3 | -6
COc1ccc(CN2CCN(C(=O)c3cc(-c4cccnc4)nc4ccc(Cl)cc34)CC2)c(OC)c1OC | 4 | i | 2 | i | -2 | 9 | -1 | -8 | -15
O=C1NC[C@H](CCCCN2C[C@H](Cc3ccccc3)N(CCc3ccc(O)cc3)C(=O)C2=O)N(CC2CCCCC2)C1=O | -2 | / | / | i | -13 | / | 14 | -4 | 3
S=c1[nH]nc(-c2ccccn2)n1/N=C/c1cccs1 | -10 | i | -1 | i | 16 | -34 | 6 | 0 | 4
CCOc1nc(Nc2ccccc2F)nc(OCC)n1 | -2 | i | 1 | i | -12 | 9 | -6 | -3 | 2

Complete entries as entered above. Order of screens: FAS-TE inh | Rpn11 inh | Rin1 Abl inh | Neddyl block | SKN-1 block | PABP1 MLLE inh | NadD block | CSN deneddyl inh | MT1-MMP act inh
`CN1CCN(C(=O)C2CCN(S(=O)(=O)c3ccc4c(c3)oc(=O)n4C)CC2)CC1` is entered as -6 | i | 0 | i | -22 | 0 | 7 | 6 | 1
`CCCC(=O)Nc1nnc(SCC(=O)NC2CC2)s1` is entered as -3 | i | -1 | i | 4 | -6 | -15 | 4 | -1

Continuation.
SMILES | FAS-TE inh | Rpn11 inh | Rin1 Abl inh | Neddyl block | SKN-1 block | PABP1 MLLE inh | NadD block | CSN deneddyl inh | MT1-MMP act inh
O=C(O/N=C1\CCCc2ccccc21)c1cccs1 | 10 | i | -2 | i | 19 | -3 | -7 | -3 | 3
CN(Cc1nccn1C)C(=O)CC1C(=O)NCCN1CC(c1ccccc1)c1ccccc1 (configuration not stated) | -5 | i | 1 | i | -3 | 0 | -2 | 0 | 1
COc1ccccc1C(=O)Nc1ccc(S(=O)(=O)N2CCCCC2c2cccnc2)cc1 (configuration not stated) | 4 | i | 0 | i | 16 | 0 | 1 | 1 | 0
C=CCn1c(N)cc(=O)nc1SCC(=O)Nc1ccccc1C(N)=O | -4 | i | -3 | i | 10 | 5 | 0 | 2 | -3
COCc1nnc(NS(=O)(=O)c2ccccc2)s1 | -15 | i | 0 | i | 26 | 14 | 0 | 4 | 7
COc1ccc(C=O)cc1COc1ccc(Cl)cc1[N+](=O)[O-] | 2 | i | 1 | i | -20 | 1 | -2 | -6 | -4
Cc1ccc(C)c(OCC(=O)Nc2ccc3c(c2)OCO3)c1C | 14 | i | 6 | i | 4 | -3 | -3 | -6 | 6
O=C(Cc1ccccc1)N1CCC(c2nc3ccccc3[nH]2)CC1 | -5 | i | -1 | i | -5 | -10 | -2 | 1 | 4
Cc1ccc(NC(=O)c2ccccc2OCC(=O)Nc2ccccc2F)cc1S(=O)(=O)N(C)C | 19 | i | 2 | i | 8 | 14 | -5 | 1 | 2
Cc1cccc(CNC(=O)C2CCC(=O)N(CCCc3ccccc3)C2)c1 (configuration not stated) | -11 | i | -4 | i | 2 | -3 | -8 | -4 | 4
CCOC(=O)[C@]12CCC=C1N(CCC1=CCCCC1)C(=O)[C@H](CC(=O)N1CCN(C(=O)c3ccco3)CC1)C2 | -8 | / | / | i | -2 | / | 1 | -2 | 5
CN(Cc1ccccc1)C(=O)c1cccc(NC(=O)c2ccco2)c1 | -1 | i | -2 | i | 4 | -13 | -4 | -3 | 4
CC(=O)Nc1ccc(S(=O)(=O)Nc2ccccc2C(=O)N2CCCC2)cc1 | -6 | i | 0 | i | 20 | 31 | -7 | 0 | -2
CN1CCN(S(=O)(=O)c2cccc(C(=O)Nc3nccs3)c2)CC1 | -6 | i | 3 | i | -6 | 8 | 1 | 2 | 2
c1ccc(Sc2ncccn2)nc1 | -2 | i | 1 | i | -5 | 28 | 4 | -1 | -2
CCSC1=C(C#N)C(=O)n2c1cc1c2CCCC1 | -2 | i | -3 | i | -1 | 10 | 5 | 2 | -20
CCCn1c(=O)c2c(c3ccccc31)OCC(=O)N2 | -6 | i | -2 | i | -28 | 0 | 6 | 1 | 4
Cc1ccc(-c2nn(CCC(=O)NCC3CCCO3)c(=O)c3ccccc23)cc1 (configuration not stated) | -2 | i | -4 | i | -4 | -4 | -6 | -2 | -13

Rewritten with values under each structure: 5 of the compounds above.
Values run as follows: FAS-TE inh	Rpn11 inh	Rin1 Abl inh	Neddyl block	SKN-1 block	PABP1 MLLE inh	NadD block	CSN deneddyl inh	MT1-MMP act inh
CCCn1c(=O)c2c(c3ccccc31)OCC(=O)N2
  -6	i	-2	i	-28	0	6	1	4
Cc1ccc(C)c(OCC(=O)Nc2ccc3c(c2)OCO3)c1C
  14	i	6	i	4	-3	-3	-6	6
O=C(Cc1ccccc1)N1CCC(c2nc3ccccc3[nH]2)CC1
  -5	i	-1	i	-5	-10	-2	1	4
Cc1cccc(CNC(=O)C2CCC(=O)N(CCCc3ccccc3)C2)c1 (configuration not stated)
  -11	i	-4	i	2	-3	-8	-4	4
COCc1nnc(NS(=O)(=O)c2ccccc2)s1
  -15	i	0	i	26	14	0	4	7

Not a retest: entries from further up.
SMILES | FAS-TE inh | Rpn11 inh | Rin1 Abl inh | Neddyl block | SKN-1 block | PABP1 MLLE inh | NadD block | CSN deneddyl inh | MT1-MMP act inh
c1ccc(Sc2ncccn2)nc1 | -2 | i | 1 | i | -5 | 28 | 4 | -1 | -2
CCSC1=C(C#N)C(=O)n2c1cc1c2CCCC1 | -2 | i | -3 | i | -1 | 10 | 5 | 2 | -20
CCCn1c(=O)c2c(c3ccccc31)OCC(=O)N2 | -6 | i | -2 | i | -28 | 0 | 6 | 1 | 4
Cc1ccc(-c2nn(CCC(=O)NCC3CCCO3)c(=O)c3ccccc23)cc1 (configuration not stated) | -2 | i | -4 | i | -4 | -4 | -6 | -2 | -13
